Screening data from PubChem BioAssay.
TNAP inhibition = human TNAP enzyme inhibitors, biochemical, luminescent (AID 518). purified TNAP enzyme, luminescent substrate readout; higher % means a stronger effect. inhibition, % at 20 µM; hits with a dose series show IC50 in µM. 64,000 compounds, 0.09% hits; in the data active = a potency from the dose series; inactive = the rest, 99 in 100 with inhibition below about 22%;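 note: plate controls were vehicle for no effect and reference inhibitor for full effect; many of its hits are not listed in these tables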
LYP phosphatase = LYP phosphatase inhibitors, primary screen, biochemical, DiFMUP fluorescence, recombinant catalytic domain, 10 µM (AID 606); recombinant LYP catalytic domain, DiFMUP fluorescence; higher % means a stronger effect; inhibition, % at 10 µM, or IC50 in µM where a hit was titrated; 52,000 tested, under 10 active;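 active = IC50 under 40 µM in the dose-response test; inactive = IC50 of 40 µM or more, or never dose-tested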
Spn MK inh = S. pneumoniae mevalonate kinase inhibition; inhibition, % at 10 µM; purified MK, PK/LDH-coupled NADH absorbance 340 nm; AID 555; 65,000 compounds, 0.48% hits;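 active = ranked among the strongest by inhibition in the single 10 µM screen, a fixed top-ranked set picked for dose follow-up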; note: no value below 0 was filed
KRASV12 cytotoxicity = cytotoxicity in KRAS-transformed pancreatic duct cells, primary screen, cell-based, fluorescence, HTS (AID 431). 63,000 compounds, 1.7% hits. cytotoxicity, % at 10 µM, or EC50 in µM where a hit was titrated. HPDE-C7K KRASV12 cells, Alamar Blue viability, 48 h; higher % means a stronger effect;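 active = compounds whose percent cytotoxicity in the single-dose primary screen, scaled between solvent and toxic-drug controls, exceeds 50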;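 note: 0% = DMSO solvent wells and 100% = doxorubicin-treated wells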
HT1080 cytotoxicity = cytotoxicity in HT1080 fibrosarcoma cells, cell-based, fluorescence readout (AID 620). 87,000 compounds, 0.42% hits. cytotoxicity, % at 10 µM; hits with a dose series show EC50 in µM. HT1080 viability, fluorescence; higher % means a stronger effect;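 note: cells exposed to compound overnight then 4 h with Alamar Blue; 0% = vehicle DMSO and 100% = killing control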
Spn PMK inh = blocks S. pneumoniae phosphomevalonate kinase; purified PMK, PK/LDH-coupled NADH absorbance 340 nm; inhibition, % at 10 µM; 65,000 compounds, 0.49% hits; AID 539;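 active = top-ranked compounds by inhibition in the single 10 µM screen, taking a fixed number of the strongest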;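 note: 0% = full reaction with DMSO carrier and 100% = background rate without enzyme reaction; no value below 0 was filed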
Bfl-1 displacement = displacement of Bid BH3 peptide from Bfl-1 – biochemical, fluorescence polarization, FITC-Bid, mouse, primary screen (AID 432); one-dose displacement, % at 20 µM; IC50 in µM for titrated hits; FITC-Bid BH3 peptide fluorescence polarization displacement; higher % means a stronger effect; 64,000 compounds, 0.02% hits; in the data active = a potency from the dose series; inactive = the rest, 99 in 100 with displacement below about 15%; note: strong numbers were not always called active
HPDE-C7 cytotoxicity = cytotoxicity in HPDE-C7 cells, cell-based, fluorescence, HTS (AID 430); HPDE-C7 pancreatic duct cells viability, fluorescence; higher % means a stronger effect; one-dose cytotoxicity, % at 10 µM; EC50 in µM for titrated hits; 63,000 compounds, 1.8% hits;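 note: cells exposed to compound for 48 hours before viability readout; 0% = vehicle and 100% = reference cytotoxic drug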
DPM-DC inhibit = S. pneumoniae DPM-DC inhibition. purified DPM-DC, PK/LDH coupled NADH fluorescence. calls only at 10 µM. 65,000 compounds, 0.49% hits;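 active = the 320 compounds with the highest percent inhibition in the single-dose primary screen, excluding strongly autofluorescent ones, cut at about 32% in these data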;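 note: kinetic rate of NADH fluorescence loss reporting ADP formed by the decarboxylase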
Spn PMK inh pilot replicates = second read-out of Spn PMK inh, no call of its own (marks repeat the call); inhibition, %; measured here: pilot screen replicates
Spn MK inh pilot replicates = also measured in Spn MK inh; calls as there; inhibition, %; measured here: pilot screen replicates
DPM-DC inhibit pilot screen % = recorded beside DPM-DC inhibit, whose call it bears; inhibition, %; measured here: pilot screen trials
Active calls of the source: *; i = inactive; x = not tested or not shown. Cut-off read from the data, not from the text of the source, unless noted: active = cytotoxicity above about 50%; inactive = the rest. Some of the compounds tested. The share of hits here may be higher or lower than overall.

SMILES	TNAP inhibition	LYP phosphatase	Spn MK inh	KRASV12 cytotoxicity	HT1080 cytotoxicity	Spn PMK inh	Bfl-1 displacement	HPDE-C7 cytotoxicity	DPM-DC inhibit	others
CC(N)Cc1c[nH]c2cc3c(cc12)OCCO3 (configuration not stated)	5%	2%	3	4%	-4%	3	-1%	-6%	i
OCc1cnc[nH]1	x	23%	1	x	-2%	1	x	x	i
C=CCn1c(O)c(C(C)=NC2CC2)c(=O)[nH]c1=O	7%	2%	0	10%	-8%	13	-9%	17%	i
c1ccc(C2CC3CC(c4ccco4)N2O3)cc1 (configuration not stated)	4%	-2%	12	1%	12%	0	-1%	1%	i	Spn PMK inh pilot replicates=2.0;Spn MK inh pilot replicates=8.0;DPM-DC inhibit pilot screen %=2.5
COC(=O)COc1cc(C)cc2oc(=O)c3c(c12)CCCC3	2%	x	6	-2%	x	0	-7%	-13%	x
Cc1ccc(S(=O)(=O)N2CN3CCN(C3)C2)cc1	6%	4%	1	12%	-7%	8	5%	6%	i
CCCCn1c(O)c(C=NCCN2CCCCC2)c(=O)[nH]c1=O	-7%	x	3	1%	3%	4	2%	-2%	i
C=CCC1(CN2CCCCCC2=O)C(=O)NC(=O)NC1=O	4%	9%	x	-6%	27%	6	-10%	-1%	i
c1ccc2c(c1)[nH]c1cnccc12	11%	1%	7	-9%	-4%	4	0%	72%*	x	Spn PMK inh pilot replicates=0.0;Spn MK inh pilot replicates=0.0
Fc1ccc(N2CCN(Cc3ccc4c(c3)OCO4)CC2)cc1	2%	4%	1	12%	0%	0	-9%	-6%	i
O=c1cccc2n1CC1CC2CN(Cc2c(Cl)cccc2Cl)C1 (configuration not stated)	8%	-8%	6	-3%	10%	6	-5%	-4%	i
CCN1CCN(Cc2ccc(OC(F)(F)F)cc2)CC1	8%	5%	13	10%	-2%	0	3%	8%	i
COC(=O)c1cncn1C(C)c1ccccc1 (configuration not stated)	16%	7%	13	-12%	-2%	0	-9%	-4%	i	Spn PMK inh pilot replicates=2.0;Spn MK inh pilot replicates=0.0;DPM-DC inhibit pilot screen %=0.0

A section from further up, as a working copy:
SMILES	TNAP inhibition	LYP phosphatase	Spn MK inh	KRASV12 cytotoxicity	HT1080 cytotoxicity	Spn PMK inh	Bfl-1 displacement	HPDE-C7 cytotoxicity	DPM-DC inhibit	others
CC(N)Cc1c[nH]c2cc3c(cc12)OCCO3 (configuration not stated)	5%	2%	3	4%	-4%	3	-1%	-6%	i
OCc1cnc[nH]1	x	23%	1	x	-2%	1	x	x	i
C=CCn1c(O)c(C(C)=NC2CC2)c(=O)[nH]c1=O	7%	2%	0	10%	-8%	13	-9%	17%	i
c1ccc(C2CC3CC(c4ccco4)N2O3)cc1 (configuration not stated)	4%	-2%	12	1%	12%	0	-1%	1%	i	Spn PMK inh pilot replicates=2.0;Spn MK inh pilot replicates=8.0;DPM-DC inhibit pilot screen %=2.5
COC(=O)COc1cc(C)cc2oc(=O)c3c(c12)CCCC3	2%	x	6	-2%	x	0	-7%	-13%	x

An excerpt from above in order of molar mass, falling.
SMILES	TNAP inhibition	LYP phosphatase	Spn MK inh	KRASV12 cytotoxicity	HT1080 cytotoxicity	Spn PMK inh	Bfl-1 displacement	HPDE-C7 cytotoxicity	DPM-DC inhibit	others
COC(=O)COc1cc(C)cc2oc(=O)c3c(c12)CCCC3	2%	x	6	-2%	x	0	-7%	-13%	x
Cc1ccc(S(=O)(=O)N2CN3CCN(C3)C2)cc1	6%	4%	1	12%	-7%	8	5%	6%	i
COC(=O)c1cncn1C(C)c1ccccc1 (configuration not stated)	16%	7%	13	-12%	-2%	0	-9%	-4%	i	Spn PMK inh pilot replicates=2.0;Spn MK inh pilot replicates=0.0;DPM-DC inhibit pilot screen %=0.0
c1ccc2c(c1)[nH]c1cnccc12	11%	1%	7	-9%	-4%	4	0%	72%*	x	Spn PMK inh pilot replicates=0.0;Spn MK inh pilot replicates=0.0
